Screening data: PubChem, National Center for Advancing Translational Sciences (NCATS)
NPC1 promoter act – qHTS Assay for NPC1 Promoter Activators; Huh7 NPC1 promoter luciferase reporter, 24 h; Potency, µM (highest dose often 9.22 µM), without a hit: top-dose activation, usual class: activators; 2.4% of 320,000 active;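 note: potency is the fitted concentration of half-maximal effect; % of control where 0% means no effect; nearly all actives have a fitted effect of over 60% in size; reporter is driven by a mutant NPC1 promoter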
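Huh7 reporter cells (NPC1 promoter driving luciferase) are dosed with compound for 24 h at 37 °C, 5% CO2; luciferase detection reagent is then added and luminescence measured after 10 min at ambient temperature.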
Rab9 promoter act – qHTS Assay for Rab9 Promoter Activators | Huh7 Rab9 promoter-luciferase reporter, luminescence, 24 h | Potency, µM (series often up to 9.22 µM), without a hit: at the highest dose activation, negative = inhibition, most hits filed as activators | 2.8% of 320,000 active | AID 485297, 2010; note: potency is the fitted concentration of half-maximal effect; % of control where 0% means no effect; nearly all actives have a fitted effect of over 60% in size
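Luminescence from Amplite-detected luciferase (10 minutes, ambient) reports Rab9 promoter activation. Before that, stable Rab9-luciferase Huh7 cells (1500/well, reduced-serum OP-MEM I plus 10% FBS) were exposed to compound for 24 hours at 37C.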
Menin MLL FP TR – qHTS Assay for Inhibitors Targeting the Menin-MLL Interaction in MLL Related Leukemias: Competition With Texas Red Labeled MLL-derived Mutant Peptide. 0.23% of 270,000 active. O00255. AID 1768, 2009. Potency, µM (titrated, usually from 61.6 µM), for the others: at the highest dose FP activity change, negative = inhibition, most hits filed as inhibitors. Menin + Texas Red MLL mutant peptide, fluorescence polarization; active = well fitted inhibition curve with a large enough effect in the polarisation, with a control signal flat, not every such curve was filed as active; inconclusive = small, poorly fitted or top-dose-only effect, or effect the other way, or a change in a side signal; inactive = no such curve, though single readings can be large or run the other way; the % refers to the polarisation; note: potency is the fitted concentration of half-maximal effect; % of control where 0% means no effect; many of its hits are not listed in these tables
ELG1 DNA repair – qHTS screen for small molecules that inhibit ELG1-dependent DNA repair in human embryonic kidney (HEK293T) cells expressing luciferase-tagged ELG1; 2.3% of 330,000 active; AID 504467, 2011; HEK293T ELG1-luciferase reporter, luminescence, 16 h; DNA damage induced by 5-fluorouridine; Potency, µM (doses to about 46.1 µM), inactives show at the highest dose activity change, negative = inhibition, actives largely listed as inhibitors; note: potency is the fitted concentration of half-maximal effect; % is set by controls: 0 for no effect and ±100 for the full control effect; nearly all actives have a fitted effect of over 55% in size
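DMSO vehicle served as the neutral condition. Each well held 2,000 cells given 5-fluorouridine plus compound; after 16 hr at 37 °C/5% CO2, ONE-Glo was added and luciferase measured 30 min later.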
MBNL1-CUG inh – qHTS Assay for Inhibitors of MBNL1-poly(CUG) RNA binding. TR-FRET MBNL1-His/biotin-(CUG)12 binding, 665/545 ratio. Potency, µM (series often up to 57.5 µM), for inactives: top-dose activity change, negative = inhibition, most hits filed as inhibitors. 0.036% of 280,000 active. AID 2675, 2010; active = well fitted inhibition curve with a large enough effect in the signal ratio, with a control signal flat, not every such curve was filed as active; inconclusive = small, poorly fitted or top-dose-only effect, or effect the other way, or a change in a side signal; inactive = no such curve, though single readings can be large or run the other way; the % refers to the signal ratio; note: potency is the fitted concentration of half-maximal effect; % is set by controls: 0 for no effect and ±100 for the full control effect
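TR-FRET readout: Ex 340 nm, 665/545 nm emission ratio, normalized to buffer-only (basal) and MBNL1-(CUG)12 controls. Complex of MBNL1-His with Biotin-(CUG)12, compounds 92 nM–58 uM, incubated 60 min at room temperature.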
KCNH2 3.1 block – qHTS for Inhibitors of KCHN2 3.1: Mutant qHTS. Potassium voltage-gated channel subfamily H member 2, brain isoform KCNH2 3.1 (human). U2OS KCNH2 3.1, thallium flux FluxOr; active compounds read low. activity change, % (tested at about 1.8 µM). 0.95% of 340,000 active. AID 720553, 2013;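 active = maximum activity change below -70%; inconclusive = maximum activity change from -70% to -50%; inactive = maximum activity change above -50%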;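 note: thallium influx rate constant from kinetic fluorescence after stimulation buffer; % is set by controls: 0 for no effect and ±100 for the full control effect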
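Normalized rate constant (relative to positive and negative DMSO controls) derived from a 2 min kinetic fluorescence read after stimulation; U2OS cells expressing the 3.1 isoform via virus at 1.77 x 10^8 /mL.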
Mito fusion yeast – qHTS Assay for Small Molecule Inhibitors of Mitochondrial Division or Activators of Mitochondrial Fusion; S. cerevisiae fusion-defective mutant growth rescue, CellTiterGlo 48 h; Potency, µM (doses to about 46.1 µM), inactives show top-dose growth rescue (activation), hits mostly activators; 0.23% of 320,000 active; AID 485298, 2010;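 note: potency is the fitted concentration of half-maximal effect; % of control where 0% means no effect; nearly all actives have a fitted effect of over 45% in size; temperature-sensitive fusion mutants such as fzo1-1 at 37 °C on non-fermentable ethanol glycerol medium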
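Compounds are tested for their ability to restore growth of mitochondrial fusion-defective yeast strains at non-permissive 37C in YPEG medium over 48 hours. Viability is quantified by luciferase luminescence.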
PKM2 act – qHTS Assay for Activators of Human Muscle isoform 2 Pyruvate Kinase. Pyruvate kinase PKM (Homo sapiens), P14618. purified PKM2, Kinase-Glo ATP luminescence, activation; response scale: 0% is enzyme alone, no compound. Potency, µM (series often up to 57.5 µM), for the others: at the top dose activation, hits mostly activators. 0.34% of 260,000 active. AID 1631, 2009; note: potency is the fitted concentration of half-maximal effect; % is set by controls: 0 for no effect and ±100 for the full control effect; nearly all actives have a fitted effect of over 55% in size
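Purified hPK-M2 (>95%) run at intermediate activity with 0.1 mM ADP and 0.5 mM PEP in 50 mM imidazole pH 7.2, KCl, MgCl2; 1 h room temperature. ATP formed read by Kinase-Glo luminescence; normalized to uninhibited and no-enzyme controls.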
FLuc counter – qHTS profiling assay for firefly luciferase inhibitor/activator using purifed enzyme and Km concentrations of substrates (counterscreen for miR-21 project) | purified FLuc, Km substrates, luminescence inhibition | Potency, µM (doses to about 57.5 µM), for the others: at the top dose activity change, negative = inhibition, most hits filed as inhibitors | 6.9% of 360,000 active | AID 588342, 2011;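 note: potency is the fitted concentration of half-maximal effect; plate controls were vehicle for no effect and reference inhibitor for full effect; nearly all actives have a fitted effect of over 55% in size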
Target sequence (P08659 whole entry, looked up): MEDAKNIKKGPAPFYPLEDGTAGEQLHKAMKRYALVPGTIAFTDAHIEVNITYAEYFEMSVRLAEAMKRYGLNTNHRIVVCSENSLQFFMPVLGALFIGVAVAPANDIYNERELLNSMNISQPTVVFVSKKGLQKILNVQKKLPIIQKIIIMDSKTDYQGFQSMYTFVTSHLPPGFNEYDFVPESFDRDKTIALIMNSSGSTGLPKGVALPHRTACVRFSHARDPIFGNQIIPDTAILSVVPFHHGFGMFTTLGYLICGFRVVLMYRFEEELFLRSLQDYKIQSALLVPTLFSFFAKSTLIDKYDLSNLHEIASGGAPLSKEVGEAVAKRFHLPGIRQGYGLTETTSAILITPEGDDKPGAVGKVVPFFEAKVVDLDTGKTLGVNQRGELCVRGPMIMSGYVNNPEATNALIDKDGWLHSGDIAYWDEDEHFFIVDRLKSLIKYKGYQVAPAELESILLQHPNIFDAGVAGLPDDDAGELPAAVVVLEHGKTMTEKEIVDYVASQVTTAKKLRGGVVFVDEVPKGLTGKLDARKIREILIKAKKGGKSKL
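Purified P. pyralis luciferase (10nM final) with 10uM D-luciferin and 10uM ATP (Km levels) in 50mM Tris acetate pH 7.5, 10mM Mg acetate, 0.01% Tween-20, 0.05% BSA; qHTS 6-point titration, ~60 µM downward; luminescence read.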
VP16 counter – VP16 counterscreen qHTS for inhibitors of ROR gamma transcriptional activity | AID 2546, 2010 | 3.5% of 310,000 active | Drosophila S2 Gal4-VP16 UAS-luciferase, luminescence, 20 h | Potency, µM (titrated, usually from 53.6 µM), without a hit: at the top dose activity, negative = inhibition, actives largely listed as inhibitors;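 note: Gal4-VP16 expression switched on by copper sulfate through the metallothionein promoter; potency is the fitted concentration of half-maximal effect; % is set by controls: 0 for no effect and ±100 for the full control effect; nearly all actives have a fitted effect of over 50% in size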
RORg inh – qHTS for inhibitors of ROR gamma transcriptional activity | Drosophila S2 Gal4-RORgamma UAS-luciferase reporter, 20 h | Potency, µM (titrated, usually from 53.6 µM), inactives show at the top dose activity change, negative = inhibition, most hits filed as inhibitors | 5.4% of 310,000 active | AID 2551, 2010; note: potency is the fitted concentration of half-maximal effect; % is set by controls: 0 for no effect and ±100 for the full control effect; nearly all actives have a fitted effect of over 60% in size
Target sequence (P51450 whole entry, looked up, the tested form may be a part): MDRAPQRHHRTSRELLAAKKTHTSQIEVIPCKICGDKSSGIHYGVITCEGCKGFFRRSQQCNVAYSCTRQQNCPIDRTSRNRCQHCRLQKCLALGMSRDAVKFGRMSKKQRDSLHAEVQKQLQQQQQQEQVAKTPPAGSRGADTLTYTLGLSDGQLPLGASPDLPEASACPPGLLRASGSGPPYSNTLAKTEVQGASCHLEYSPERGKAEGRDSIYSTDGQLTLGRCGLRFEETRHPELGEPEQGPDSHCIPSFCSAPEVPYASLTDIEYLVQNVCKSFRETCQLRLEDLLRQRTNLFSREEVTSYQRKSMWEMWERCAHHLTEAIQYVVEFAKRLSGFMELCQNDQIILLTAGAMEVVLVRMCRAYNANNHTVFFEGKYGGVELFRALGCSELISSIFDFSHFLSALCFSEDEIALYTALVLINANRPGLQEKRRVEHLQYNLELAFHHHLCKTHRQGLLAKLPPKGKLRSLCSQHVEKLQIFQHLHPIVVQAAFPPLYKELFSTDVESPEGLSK
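ROR gamma transcriptional activity was tracked as Gal4-UAS luciferase output in stably transfected Drosophila Schneider cells, with compound added 1 hr before 700 uM copper sulfate induction and a 20 hr ambient-temperature incubation.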
* hit, by the source's call; u = inconclusive; x = not tested or not shown; [ ] = remark or other dose. Unless noted, calls come from the whole dose curve; as a rule, active = well fitted curve in the direction sought with a large enough effect; inconclusive = small, poorly fitted or top-dose-only effect, or another doubt; inactive = no such curve, though single readings can be large; an effect the other way counts as inactive or inconclusive.

| item | structure | NPC1 promoter act | Rab9 promoter act | Menin MLL FP TR | ELG1 DNA repair | MBNL1-CUG inh | KCNH2 3.1 block | Mito fusion yeast | PKM2 act | FLuc counter | VP16 counter | RORg inh |
| --- | --- | --- | --- | --- | --- | --- | --- | --- | --- | --- | --- | --- |
| 1 | O=C(O)C1CC=CCC1C(=O)NCCc1ccccc1 (stereo unspecified) | -3% | -1% | x | -2% | 1% | 33 | 1% | 1% | 8% | 5% | -12% |
| 2 | CCOC(=O)CSc1nnc(-c2ccco2)n1C | 11% | -6% | 7% | -12% | 5% | 19 | -4% | -3% | 4% | 4% | 9% |
| 3 | CCc1nnc(NC(=O)CCC(=O)NC2CCCC2)s1 | -18% | 2% | x | 24% | 2% | 25 | 0% | x | -1% | -4% | 2% |
| 4 | OCCC1CN(Cc2ccc(F)cc2)CCN1CCCc1ccccc1 (stereo unspecified) | 3% | 2% | -29% | -4% | -4% | u | -1% | 0% | -1% | -6% | u |
| 5 | CCOC(=O)CCNC(=O)Nc1ccc2nc(C)n(Cc3ccccc3Cl)c(=O)c2c1 | 1% | -1% | 2% | u | -5% | 5 | 8% | -18% | 0% | -13% | -36% |
| 6 | Cc1cccc(C(=O)NCCN2CCCC2)c1 | 0% | 9% | 1% | u | 4% | -7 | 3% | -3% | 0% | -3% | -20% |
| 7 | CCOc1ccccc1N1CCN(C(=O)CNC(=O)c2sc3ccccc3c2Cl)CC1 | -5% | -9% | 2% | u | 3% | 1 | -6% | -3% | 1% | 0% | 4% |
| 8 | O=C(Cc1ccccc1)NCC(=O)N1CCc2ccccc2C1 | 4% | -4% | u | 13% | -6% | 21 | 1% | x | 1% | 16% | -21% |
| 9 | COc1ccc(-c2nc3ccccc3c(=O)n2NC(=S)N(C)C)cc1 | 0% | -1% | -15% | 24% | -2% | 0 | -1% | -21% | u | 1% | 30% |
| 10 | CCc1ccc(-c2ccc(C(=O)O)c(C)n2)cc1 | 21% | u | -6% | u | 10% | 22 | 3% | 3% | u | 4% | 17% |
| 11 | O=C(COc1ccc2c(c1)C(=O)CC1(CCCCC1)O2)NCc1ccccc1 | 0% | 6% | -9% | u | 4% | -6 | 23% | -6% | -19% | -10% | 2% |
| 12 | COc1ccc(NC(=S)N(Cc2cccc(Br)c2)CC2CCC(C(=O)O)CC2)cc1 (stereo unspecified) | -3% | -4% | 4% | 10% | -23% | 7 | -2% | 1% | -17% | 24% | 10% |
| 13 | COc1ccc(OC)c(CN2CCN(S(=O)(=O)c3ccc(NC(C)=O)cc3)CC2)c1 | -2% | -8% | -8% | -17% | -10% | 13 | 14% | 5% | 0% | 3% | 3% |
| 14 | Cn1ncc(Cl)c1C(=O)N1CCc2ccccc21 | 5% | 1% | -15% | -9% | -6% | 7 | -4% | -14% | -12% | 0% | u |
| 15 | O=C1N/C(=N\N=C\c2cccs2)SC1Cc1cccc(Cl)c1Cl (stereo unspecified) | -27% | -31%[inhibitor] | u | u | -5% | -4 | -1% | -13% | 1% | 0.22µM* | 0.32µM* |
| 16 | CC(=O)Nc1ccc(S(=O)(=O)N2CCN(c3cnn(C)c(=O)c3Cl)CC2)cc1 | -2% | -1% | 0% | 8% | 7% | 0 | 2% | 15% | 7% | 6% | 6% |
| 17 | Cc1ccc(N(Cc2ccccc2)C(=O)c2ccc(Cl)c(S(=O)(=O)N3CCOCC3)c2)cc1 | -1% | 2% | x | u | x | -45 | 25% | x | u | x | x |
| 18 | CC(NC(=O)CCc1nnc(-c2ccc(-c3ccccc3)cc2)o1)c1nc2ccccc2[nH]1 (stereo unspecified) | 27% | 10% | -11% | u | 4% | -11 | -7% | 1% | 11µM* | u | -42% |
| 19 | Cc1cnc(C(=O)OCC(=O)Nc2ccc(Cl)cn2)cn1 | 1% | 12% | x | u | x | 2 | 3% | x | -1% | x | x |
| 20 | COC(=O)N1C(=O)[C@](c2ccsc2)(C(C)C)N1C(=O)OC | -1% | -1% | -21% | u | 0% | -1 | 2% | -1% | 2% | -2% | 2% |
| 21 | O=C(CCc1c[nH]c2ccccc12)N1CCN(c2ccc(O)cc2)CC1 | 1% | -4% | u | -22% | -2% | -4 | 3% | -2% | 4% | -3% | 5% |
| 22 | CCOc1ccc(C(=O)NCC(=O)Nc2cc(C)ccn2)cc1OCC | 1% | 1% | x | u | x | 4 | 2% | x | u | x | x |
| 23 | COC(=O)c1cc(S(=O)(=O)N(C)C2CCCCC2)oc1C | -1% | -2% | x | 2% | x | 2 | -3% | 1% | 5% | -4% | -6% |

Structures shown so far that contain four or more nitrogen atoms:
| item | structure | NPC1 promoter act | Rab9 promoter act | Menin MLL FP TR | ELG1 DNA repair | MBNL1-CUG inh | KCNH2 3.1 block | Mito fusion yeast | PKM2 act | FLuc counter | VP16 counter | RORg inh |
| --- | --- | --- | --- | --- | --- | --- | --- | --- | --- | --- | --- | --- |
| 3 | CCc1nnc(NC(=O)CCC(=O)NC2CCCC2)s1 | -18% | 2% | x | 24% | 2% | 25 | 0% | x | -1% | -4% | 2% |
| 5 | CCOC(=O)CCNC(=O)Nc1ccc2nc(C)n(Cc3ccccc3Cl)c(=O)c2c1 | 1% | -1% | 2% | u | -5% | 5 | 8% | -18% | 0% | -13% | -36% |
| 9 | COc1ccc(-c2nc3ccccc3c(=O)n2NC(=S)N(C)C)cc1 | 0% | -1% | -15% | 24% | -2% | 0 | -1% | -21% | u | 1% | 30% |
| 16 | CC(=O)Nc1ccc(S(=O)(=O)N2CCN(c3cnn(C)c(=O)c3Cl)CC2)cc1 | -2% | -1% | 0% | 8% | 7% | 0 | 2% | 15% | 7% | 6% | 6% |
| 18 | CC(NC(=O)CCc1nnc(-c2ccc(-c3ccccc3)cc2)o1)c1nc2ccccc2[nH]1 (stereo unspecified) | 27% | 10% | -11% | u | 4% | -11 | -7% | 1% | 11µM* | u | -42% |
| 19 | Cc1cnc(C(=O)OCC(=O)Nc2ccc(Cl)cn2)cn1 | 1% | 12% | x | u | x | 2 | 3% | x | -1% | x | x |

Ordered by the number under Menin MLL FP TR (high to low): some entries from above
#	compound	Menin MLL FP TR
2	CCOC(=O)CSc1nnc(-c2ccco2)n1C	7%
7	CCOc1ccccc1N1CCN(C(=O)CNC(=O)c2sc3ccccc3c2Cl)CC1	2%
18	CC(NC(=O)CCc1nnc(-c2ccc(-c3ccccc3)cc2)o1)c1nc2ccccc2[nH]1 (stereo unspecified)	-11%

An excerpt. The share of hits here may be higher or lower than overall.
